# High-throughput results as filed in PubChem.
# ELG1 genotox: induces genotoxicity in HEK293T cells with luciferase-tagged ELG1; HEK293T ELG1-luciferase reporter, luminescence, 16 h; Potency, µM (series often up to 46 µM), for the others: at the highest dose activity change, positive = activation, most hits filed as activators; 1.3% of 330,000 active; further: potency means the concentration at half of the fitted maximal effect; % of control where 0% means no effect; nearly all actives have a fitted effect of over 60% in size
#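 HEK293T cells expressing luciferase-tagged ELG1 were treated with compound or DMSO for 16 hr at 37°C. Luciferase activity was then read after 30 min with ONE-Glo at room temperature; rising signal flags genetic stress.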
# B2AR arrestin: agonists driving beta-arrestin recruitment to human beta2-adrenergic receptor; P07550; beta-arrestin recruitment to beta2AR, cell-based reporter; Potency, µM (top dose mostly 46.1 µM), for inactives: top-dose activation, hits mostly activators; 0.02% of 330,000 active;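 further: potency means the concentration at half of the fitted maximal effect; 0% = DMSO controls and full agonism = EC100 isoproterenol or metaproterenol; nearly all actives have a fitted effect of over 65% in size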
# Target sequence (P07550 whole entry, looked up): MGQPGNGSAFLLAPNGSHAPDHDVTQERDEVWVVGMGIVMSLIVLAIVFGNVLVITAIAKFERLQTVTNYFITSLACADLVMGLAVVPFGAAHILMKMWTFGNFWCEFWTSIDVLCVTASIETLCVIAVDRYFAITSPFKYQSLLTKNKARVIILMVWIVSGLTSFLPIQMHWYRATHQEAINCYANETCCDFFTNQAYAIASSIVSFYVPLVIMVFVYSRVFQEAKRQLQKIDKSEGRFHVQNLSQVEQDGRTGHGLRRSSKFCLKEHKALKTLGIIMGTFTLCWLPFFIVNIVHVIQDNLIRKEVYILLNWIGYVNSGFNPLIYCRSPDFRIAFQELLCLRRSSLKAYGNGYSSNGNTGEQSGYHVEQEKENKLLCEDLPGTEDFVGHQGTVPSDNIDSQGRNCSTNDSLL
# ASM inhibitor: blocks human secretory acid sphingomyelinase. P17405. 0.006% of 340,000 active. placental ASM, HMU-PC fluorogenic substrate, 60 min. Potency, µM (series often up to 57.5 µM), for the others: at the top dose activity change, negative = inhibition, usual class: inhibitors; further: potency means the concentration at half of the fitted maximal effect
#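 HMU-PC0 cleavage (9 uM final) by human placental ASM, 60 min at 37 °C following 10 min compound exposure at RT; stopped at pH 10, fluorescence Ex 386/Em 447 nm.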
# USP2a block: blocks human ubiquitin-specific protease USP2a | O75604 | USP2 core, Ub-CHOP2 coupled fluorogenic reporter, 485/531 | Potency, µM (top dose mostly 38.3 µM), inactives show at the highest dose activity change, negative = inhibition, actives largely listed as inhibitors | 0.01% of 330,000 active | AID 463254;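 further: potency means the concentration at half of the fitted maximal effect; plate controls were DMSO wells for no effect and full inhibition by NEM control for full effect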
# Target sequence (O75604 whole entry, looked up): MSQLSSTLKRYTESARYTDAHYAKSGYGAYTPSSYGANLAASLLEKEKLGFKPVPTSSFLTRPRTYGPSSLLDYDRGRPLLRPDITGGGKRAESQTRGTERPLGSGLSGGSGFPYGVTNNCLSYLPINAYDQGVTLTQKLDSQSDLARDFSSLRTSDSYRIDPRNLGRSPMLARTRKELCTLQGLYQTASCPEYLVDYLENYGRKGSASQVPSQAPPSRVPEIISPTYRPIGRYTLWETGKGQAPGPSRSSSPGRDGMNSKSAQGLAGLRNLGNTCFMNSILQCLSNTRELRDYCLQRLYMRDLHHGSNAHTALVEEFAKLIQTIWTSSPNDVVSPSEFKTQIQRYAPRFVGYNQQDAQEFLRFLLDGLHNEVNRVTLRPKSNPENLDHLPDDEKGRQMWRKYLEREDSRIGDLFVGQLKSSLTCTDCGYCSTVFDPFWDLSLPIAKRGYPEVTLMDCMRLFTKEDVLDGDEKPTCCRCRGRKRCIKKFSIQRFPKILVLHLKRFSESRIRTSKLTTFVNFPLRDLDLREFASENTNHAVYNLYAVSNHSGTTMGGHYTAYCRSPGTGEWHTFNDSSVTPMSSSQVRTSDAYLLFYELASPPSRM
#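 Deubiquitinase activity read as fluorescence (485/531 nm) after Ub-CHOP2 cleavage activates the enterokinase reporter on its substrate; USP2 core 10nM, Ub-CHOP2 and substrate 25nM each, 30min compound preincubation then 60min RT; data normalized to NEM, curves fitted.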
# Eya2 phos inh: blocks the phosphatase activity of human Eya2 | 0.006% of 330,000 active | AID 488837 | O00167 | Potency, µM (series often up to 76.9 µM), for the others: at the top dose activity, negative = inhibition, actives largely listed as inhibitors | recombinant Eya2, OMFP fluorescence dephosphorylation (OMFP is methylfluorescein phosphate); further: potency means the concentration at half of the fitted maximal effect; on the % scale 0 is the no-effect control and ±100 the full control effect
#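 Eya2 protein (added as 0.2 uM solution) was preincubated with compound for 10 min at ambient temperature in 50 mM HEPES pH 7.5, 50 mM NaCl, 5 uM MgCl2, 0.05% BSA, 1 mM DTT. OMFP (added at 50 uM) then reacted 10 min; fluorescence read at 485/525 nm.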
# TRPV1 agonist: agonists of human vanilloid receptor 1 (TRPV1). activation, % at 8.33 µM. 0.19% of 320,000 active. Q8NER1. TRPV1-expressing cells, Fluo-8 calcium influx, agonist mode; in the data active means activation above about 80%; inconclusive means between about 30% and that limit; further: 0% is about no effect
#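 TRPV1-expressing cells were cultured overnight at 35.5C and loaded with Fluo-8 calcium dye for 40 to 90 min at room temperature. After a 10 s baseline, compound was added and calcium influx was read kinetically for 3 min (ex 480/em 520 nm).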
# a7 integrin act: activators of alpha7 integrin expression for muscular dystrophy; 0.064% of 350,000 active; Potency, µM (top dose mostly 38.3 µM), inactives show at the top dose activation, actives largely listed as activators; alpha7betagal myoblasts, beta-gal FDG fluorescence, 48 h;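 further: potency means the concentration at half of the fitted maximal effect; 100% = response of the positive control SU9516; nearly all actives have a fitted effect of over 60% in size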
#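 Alpha7betagal+/- myoblasts (passage 13) were plated 16-24 hr, then exposed to compounds (1:260 dilution of DMSO stock) for 48 hours at 37C. After MPER lysis, β-galactosidase reporter activity was read as FDG fluorescence (ex 480/em 540) after 30 minutes.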
# BRCA1 expr up: increases BRCA1 expression; MCF7-BRCA1-FFLuc reporter, luminescence, 48 h; response scale: scaled: vehicle 0%, 10 µM genistein 100%; Potency, µM (series often up to 46.1 µM), for the others: at the top dose activation, usual class: activators; 1.1% of 380,000 active; AID 624202; further: potency means the concentration at half of the fitted maximal effect; nearly all actives have a fitted effect of over 80% in size; some results filed as inactive show a strong effect at the top dose
#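 MCF7-BRCA1-FFLuc, 2000 cells/well; 2 h attach, 37 °C/5% CO2; compound 48 h; luciferase substrate 15 min; luminescence end-point. Norm. to genistein 10 microM max activation and DMSO; concentration-response curves fitted.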
# p53 reactivation: restores transcriptional activity of mutant p53; H1299 p53-A138V BP100-luciferase reporter, luminescence, 24 h; Potency, µM (top dose mostly 92.2 µM), for inactives: at the highest dose activity change, positive = activation, usual class: activators; 0.063% of 320,000 active; further: potency means the concentration at half of the fitted maximal effect; % of control where 0% means no effect; nearly all actives have a fitted effect of over 45% in size
#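 H1299 (p53-null), stable ts p53-A138V + BP100-Luc; 1000 cells/well, Opti-MEM/10% FBS; cpd 4 pt, 1:5; 24 h, 37 deg C, 5% CO2; detection reagent 10 min RT; luminescence.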
# uPA generation: inhibitors of cell surface uPA generation | cell surface uPA generation assay, qHTS | Potency, µM (highest dose often 38.3 µM), for the others: top-dose activity change, negative = inhibition, hits mostly inhibitors | 0.31% of 330,000 active; active means well fitted inhibition curve with a large enough effect; inconclusive means small, poorly fitted or top-dose-only effect; inactive means no such curve, though single readings can be large or run the other way; tested in mouse RAW 264.7 cells; further: potency means the concentration at half of the fitted maximal effect; on the % scale 0 is the no-effect control and ±100 the full control effect; nearly all actives have a fitted effect of over 55% in size
# PTAP TSG101 blk: blocks PTAP/TSG101 interaction to inhibit HIV-1 budding; Q99816; Fluorescence polarization, FITC-PTAP peptide / Tsg101 binding; Potency, µM (series often up to 115 µM), without a hit: top-dose activity change, negative = inhibition, most hits filed as inhibitors; 340,000 tested, under 10 active; AID 493005; active means well fitted inhibition curve with a large enough effect in the main read-out, with a control signal flat, not every such curve was filed as active; inconclusive means small, poorly fitted or top-dose-only effect, or effect the other way, or a change in a side signal; inactive means no such curve, though single readings can be large or run the other way; further: potency means the concentration at half of the fitted maximal effect; % of control where 0% means no effect
#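 Fluorescence anisotropy tracks displacement of a FITC-tagged PTAP peptide (50 nM) from the Tsg101 binding domain (10 uM), following a 20 min room-temperature incubation at pH 7.5.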
# Active calls of the source: *; i = inactive; ? = inconclusive; / = not tested or not shown; [ ] = another dose, or the depositor's remark. Unless noted, the call rests on the fitted dose curve; in most records, active means well fitted curve in the direction sought with a large enough effect; inconclusive means small, poorly fitted or top-dose-only effect, or another doubt; inactive means no such curve, though single readings can be large; an effect the other way counts as inactive or inconclusive.
SMILES | ELG1 genotox | B2AR arrestin | ASM inhibitor | USP2a block | Eya2 phos inh | TRPV1 agonist | a7 integrin act | BRCA1 expr up | p53 reactivation | uPA generation | PTAP TSG101 blk
CC(=O)N[C@@H](Cc1ccc(O)cc1)CN1C(N)=NC[C@@H]1CC(C)C | -1.7% | -0.5% | 5.5% | 0.2% | 14.9% | 3.5 | 11.4% | 7.4% | 5.2% | 12.8% | -1.4%
Cc1c(NS(=O)(=O)c2ccc3c(c2)c(=O)n(C)c(=O)n3C)c(=O)n(-c2ccccc2)n1C | -0.5% | -0.3% | 2.0% | -1.2% | -2.5% | -5.1 | -0.2% | -17.6% | -1.8% | -0.8% | -2.9%
CCN(CC)c1ccc(/C=N/N2CCOCC2)c(O)c1 | ? | 2.4% | 4.2% | 1.3% | 0.7% | 16.9 | 3.6% | 6.31µM* | ? | -2.6% | -2.2%
O=C(CN1CCN(Cc2ccccc2Cl)C1=O)NC1CCCCCC1 | ? | -0.1% | 4.3% | 3.4% | 9.9% | 6.5 | 0.7% | 11.2µM* | 8.5% | -1.3% | -8.6%
CC(C)(O)CC[C@@H](O)[C@](C)(O)[C@H]1CC[C@@]2(O)C3=CC(=O)[C@@H]4C[C@@H](O)[C@@H](O)C[C@]4(C)[C@H]3CC[C@]12C | 0.2% | 0.0% | -0.6% | 2.9% | ? | -0.8 | / | -29.3% | -3.1% | 0.2% | -1.5%
Cc1ccn2c(=O)c(C(=O)NCCC3=CCCCC3)c(O)nc2c1 | 10.3% | -0.4% | -1.2% | 3.7% | 0.2% | 7.1 | -26.2% | -9.6% | 4.8% | 2.8% | 3.2%
S=C(NCCc1ccccc1)N/N=C/c1ccccc1Cl | 0.2% | 0.4% | -6.6% | -6.0% | -13.0% | -0.7 | 23.3% | 42.7% | 24.4% | 8.0% | -5.1%
Cc1cc(C)n(C(=O)CN2C(=O)CCC2=O)n1 | 0.9% | -0.1% | 1.5% | -0.7% | -2.7% | -4.3 | 10.3% | -11.9% | 10.0% | 0.4% | -1.3%
NC(=O)c1ccccc1OC1CCC1 | -7.0% | 0.4% | -1.5% | 0.4% | -4.8% | -2.1 | -9.8% | -6.1% | -6.8% | 1.1% | -0.4%
CCNS(=O)(=O)c1ccc(CCC(=O)NCCC2=CCCCC2)cc1 | 1.7% | 0.1% | 3.4% | -1.2% | -5.1% | 2.3 | 3.0% | 3.1% | -8.3% | -3.4% | -1.4%
Cc1ccc(S(C)(=O)=O)cc1C(=O)NC(C)C1CC2CCC1C2 (configuration not stated) | -6.3% | -0.5% | -3.2% | 4.0% | 7.5% | 1.3 | -3.3% | -2.4% | 1.2% | -0.6% | -3.8%
COc1ccc(C(=O)NCc2ccc3c(c2)OCO3)cc1S(=O)(=O)NCc1ccc(Cl)cc1 | -1.5% | -0.5% | -0.4% | 1.4% | -21.2% | -0.9 | -11.6% | -20.8% | -9.4% | 15.8% | -3.5%
Cc1ccc(N2CCN(C3=NC(=O)/C(=C\c4cccs4)S3)CC2)cc1 | -2.1% | -0.2% | -26.3% | 0.9% | 13.9% | -8.0 | 13.2% | -40.7% | -4.8% | -1.5% | 0.6%
CCn1c(C)nc2cc(C(=O)NNC(=O)Nc3ccc(Cl)c(Cl)c3)ccc21 | -6.4% | -0.8% | / | 6.5% | -0.4% | -0.1 | / | / | -1.7% | / | /
COc1ccc(C(=O)NN(c2ccccc2)c2ccccc2)cc1 | 2.4% | 0.3% | 3.7% | 0.7% | -6.5% | -1.4 | -6.8% | 1.0% | -2.1% | / | 4.6%
Cc1ccc(NC(=O)Cn2cnc([N+](=O)[O-])c2)cc1C | 6.2% | 0.2% | 6.7% | -1.4% | -3.9% | 1.9 | ? | -12.1% | / | -1.1% | -4.9%
COCCNC(=O)COC(=O)c1[nH]c(C)c(C(C)=O)c1C | 4.1% | 0.0% | 1.3% | -0.7% | -23.2% | -5.0 | 29.9% | -19.3% | -3.0% | 0.7% | -3.1%
Cc1nn(C)cc1CN(C)C(=O)c1cc(-c2ccccc2)nc2ccc(Br)cc12 | -12.4% | 0.0% | -1.8% | -4.6% | -8.8% | ? | -5.6% | -26.6% | -2.5% | -9.3% | -1.7%
COc1cccc(N=c2oc3cc(O)ccc3cc2C(=O)NCC2CCCO2)c1 (configuration not stated) | -3.4% | -0.3% | i | 0.1% | 3.5% | ? | -4.7% | 0.0% | -4.1% | -3.6% | -2.6%
COc1cccc(C2C(C(=O)c3cc4cccc(OC)c4o3)=C(O)C(=O)N2c2cc(C)on2)c1OC (configuration not stated) | 0.0% | -0.2% | 2.9% | 1.2% | 4.0% | -1.1 | 3.8% | -30.3% | 11.5% | -8.1% | -2.1%
O=C(CSc1nc2ccc(NC(=O)CSc3nnnn3-c3ccccc3)cc2s1)Nc1ccccc1 | 12.7% | 0.4% | 0.7% | -3.4% | 6.0% | 2.8 | -17.2% | -28.5% | 3.0% | -0.8% | 1.7%
CN1/C(=C\C(=O)COc2ccc3c(c2)OCO3)C(C)(C)c2ccccc21 | 3.2% | -0.2% | 61.9%[activator] | 0.2% | -4.7% | 18.1 | -56.5%[inhibitor] | -38.8% | -5.7% | 0.7% | 9.0%
Cc1cc(C(=O)NP(=O)(N2CCOCC2)N2CCOCC2)c(C)n1-c1ccc(N(C)C)cc1 | -1.8% | -0.3% | -8.1% | 0.4% | -21.9% | -3.9 | -9.5% | 0.0% | 19.3% | -4.2% | -2.3%
Cc1ccc2c(c1)N(CC(=O)N1CCCc3ccccc31)C(=O)CO2 | -0.8% | -0.7% | 4.4% | -1.2% | 11.1% | -3.4 | 4.4% | -20.9% | -6.4% | 0.9% | -0.6%
Cc1c(NC(=O)Nc2ccc(C#N)cc2)c(=O)n(-c2ccccc2)n1C | -0.1% | 0.3% | 0.8% | 9.3% | -2.9% | -4.6 | 0.4% | -7.7% | 3.1% | 6.1% | 4.9%
O=C1c2oc3ccc(F)cc3c(=O)c2C(c2ccc(F)cc2)N1CCCN1CCOCC1 (configuration not stated) | / | / | 8.4% | / | / | / | 0.0% | 3.0% | / | -1.5% | -0.7%
COc1cc(C(=O)NCC(=O)OCC(=O)N2CCc3ccccc32)cc(OC)c1OC | 1.3% | -0.7% | 1.2% | -3.2% | 1.0% | 0.2 | -3.6% | -2.8% | -6.6% | -0.4% | 1.0%
CCOC(=O)CSc1nnc(-c2ccoc2C)n1-c1ccc(OCC)cc1 | 1.2% | -0.3% | 2.6% | 0.0% | -2.5% | ? | 4.3% | 13.7% | -7.8% | -1.9% | 0.0%
O=C(NC1CCCC1)c1cc(Cl)ccc1[N+](=O)[O-] | 0.8% | -0.7% | 1.5% | 3.6% | 0.7% | -1.5 | -6.0% | -1.0% | -5.3% | -0.3% | 0.4%
CC(O)CCC(=O)NCCNC(=O)CCC(C)O (configuration not stated) | 3.3% | -0.8% | 0.9% | -1.3% | 39.7%[15.4 µM] | -3.4 | 14.9% | -22.2% | 2.8% | -3.0% | -2.6%
Oc1cccc(/C=N/N2CCCCC2)c1O | ? | 0.4% | 2.6% | -1.5% | -11.8% | 0.8 | 24.7% | 32.3% | ? | ? | -0.6%
O=C(CN1C(=O)NC2(CCCc3ccccc32)C1=O)Nc1cc(F)ccc1F (configuration not stated) | -0.7% | 0.1% | 2.2% | -0.9% | -2.2% | 11.6 | -10.4% | -0.7% | -8.7% | 1.0% | 2.5%
Cc1cc(N/N=C/c2cccc(F)c2)nc(NCc2ccccc2)n1 | -1.5% | -0.2% | -12.0% | 0.0% | -9.0% | 1.2 | -30.1% | 12.2% | 5.2% | -4.5% | 0.8%
Cc1nc(NC(=O)C2CCCC2)sc1Cc1ccc2c(c1)OCO2 | 14.6% | -0.3% | -1.9% | -0.9% | -12.7% | 16.4 | -36.9%[inhibitor] | -6.6% | ? | -8.3% | -9.8%
COc1ccc(C2CC(c3cccc(C)c3)n3ncnc3N2)cc1 (configuration not stated) | -1.8% | -0.2% | 11.1% | 1.1% | 4.0% | -1.2 | 0.0% | 0.9% | -5.9% | 5.1% | -6.0%
CCc1ccccc1NC(=O)c1ccc(S(=O)(=O)NCC2CCCO2)cc1 (configuration not stated) | -0.9% | -0.7% | 2.8% | 1.9% | 3.2% | -0.6 | 7.6% | -18.8% | -5.6% | 3.5% | -2.7%
